HIF-2a inh: blocks HIF-2a reporter activity. 786-0 RCC cells HIF-2a reporter, luciferase luminescence, overnight. inhibition, % at 18.8 µM. actives 0.72% (n = 360,000);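 active = inhibition of the luminescence signal of 40% or more relative to plate controls, in a single-dose primary screen at 18.75 µM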
hiPSC survival: hiPSC single-cell survival enhancement. ATPlite luminescence; 100% = ROCK inhibitor wells, 0% = DMSO. survival enhancement, % at 20 µM. actives 0.044% (n = 360,000). AID 602274; in the data active = survival enhancement above about 18%;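 note: cells exposed to compounds for 16 hours before the ATP read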
Shn3 3UTR inh: reduces Shn3 3'UTR luciferase signal in osteoblasts; inhibition, % at 12.5 µM; Clone20 osteoblast Shn3 3'UTR firefly luciferase, 24 h; AID 588674; actives 0.52% (n = 360,000);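 active = mean inhibition of at least 75% with every replicate also reaching 75%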;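 note: 0% = median of neutral control wells and 100% = pilot-screen positive control compound; some compounds past the cut are filed as inactive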
NR2E3 ag-1: agonists of human nuclear receptor NR2E3 | GST-NR2E3/biotin-RetCOR TR-FRET, 1536-well | AID 2300 | inhibition of corepressor binding, % at 4.78 µM | actives 0.12% (n = 320,000) | Q9Y5X4;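 active = percent inhibition above the cutoff of mean plus 3 SD of all tested compounds, set per screening campaign, cut at about 20% in these data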;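 note: 0% = DMSO wells and 100% = biotin wells as full block of FRET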
Target sequence (Q9Y5X4 whole entry, looked up): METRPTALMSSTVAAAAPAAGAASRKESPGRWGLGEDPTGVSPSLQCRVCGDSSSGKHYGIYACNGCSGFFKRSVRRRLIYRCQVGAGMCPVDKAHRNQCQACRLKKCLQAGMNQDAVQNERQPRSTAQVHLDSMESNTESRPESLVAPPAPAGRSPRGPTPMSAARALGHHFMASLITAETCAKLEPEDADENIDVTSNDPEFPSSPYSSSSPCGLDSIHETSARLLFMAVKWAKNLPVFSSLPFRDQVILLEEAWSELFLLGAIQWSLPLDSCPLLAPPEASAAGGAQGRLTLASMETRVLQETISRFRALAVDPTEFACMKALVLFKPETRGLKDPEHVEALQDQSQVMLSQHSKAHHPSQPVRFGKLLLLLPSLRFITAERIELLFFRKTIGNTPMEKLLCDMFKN
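System: GST-tagged NR2E3 plus biotinylated RetCOR corepressor; Amount: 1.35 nM GST-tagged NR2E3 final; Dosing: single nominal compound dose of 4.8 µM; Schedule: 5 h incubation at 4 °C; Technique: TR-FRET with europium anti-GST and streptavidin-D2, 340 nm excitation; Controls: biotin wells as high control, 0.6% DMSO wells as low control.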
Peg3 prom inh: inhibitors of Peg3 promoter; HeLa PEG-Prom luciferase reporter, luminescence, overnight; inhibition, % at 20 µM; actives 1.7% (n = 360,000); AID 588405;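 active = inhibition of at least 50% at 20 µM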
CaV13 ICDI inh: Primary screen for inhibitors of IQ motif and Ca2+-dependent inactivation inhibitor domain binding in CACNA1D, Förster resonance energy transfer in living cells, …; HEK cells, CFP/YFP FRET ICDI-IQ, plate reader, 10 min; percent FRET-ratio fall versus neutral wells; inhibition, % at 12.3 µM; actives 0.098% (n = 340,000); AID 743397;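 active = mean replicate inhibition of at least 30% and at least 1% of replicates passing that level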;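 note: 0% = median of the neutral control wells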
HTR2A ag: agonists of mouse serotonin 5-HT2A receptor (HTR2A); P35363; CHO-K1 mHTR2A beta-arrestin complementation, luminescence; percent of 30 µM serotonin response; actives 0.66% (n = 360,000); activation, % at 7.6 µM;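 active = activation above a run cutoff, the mean activation of all tested compounds plus 3 SD, cut at about 14% in these data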;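 note: 0% = plate median of compound wells and 100% = 30 µM serotonin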
NR2E3 ag-2: human photoreceptor-specific nuclear receptor agonism; CHO-S Gal4-NCOR/VP16-NR2E3 two-hybrid, luciferase; inhibition of corepressor binding, % at 3.98 µM; Q9Y5X4; actives 0.35% (n = 360,000); AID 602229;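 active = inhibition above the mean of all tested compounds plus 3 SD, cut at about 70% in these data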;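 note: 0% = DMSO with NR2E3 transfected cells and 100% = cells lacking NR2E3 construct; higher means lower luciferase signal from less NR2E3 corepressor binding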
H9c2 protect: protects H9c2 cardiomyocytes from peroxide injury; protection from H2O2 cell death, % at 20 µM; actives 0.63% (n = 360,000); H2O2 injury protection, ATPLite, 2 h;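 active = compounds giving at least 50% protection of heart cells from peroxide-induced death in the single-dose screen, raw or plate-pattern-corrected value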;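 note: 0% = DMSO wells with peroxide and 100% = DMSO wells without peroxide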
PDI turbidity: blocks human protein disulfide isomerase activity; P07237; PDI insulin aggregation turbidity, A650, 90 min; inhibition, % at 10 µM; actives 0.052% (n = 350,000); AID 588391;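 active = mean inhibition across replicates of 30% or more, whatever share of single replicates reach that level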;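 note: absorbance from insulin aggregation driven by PDI reduction with DTT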
Target sequence (P07237 whole entry, looked up): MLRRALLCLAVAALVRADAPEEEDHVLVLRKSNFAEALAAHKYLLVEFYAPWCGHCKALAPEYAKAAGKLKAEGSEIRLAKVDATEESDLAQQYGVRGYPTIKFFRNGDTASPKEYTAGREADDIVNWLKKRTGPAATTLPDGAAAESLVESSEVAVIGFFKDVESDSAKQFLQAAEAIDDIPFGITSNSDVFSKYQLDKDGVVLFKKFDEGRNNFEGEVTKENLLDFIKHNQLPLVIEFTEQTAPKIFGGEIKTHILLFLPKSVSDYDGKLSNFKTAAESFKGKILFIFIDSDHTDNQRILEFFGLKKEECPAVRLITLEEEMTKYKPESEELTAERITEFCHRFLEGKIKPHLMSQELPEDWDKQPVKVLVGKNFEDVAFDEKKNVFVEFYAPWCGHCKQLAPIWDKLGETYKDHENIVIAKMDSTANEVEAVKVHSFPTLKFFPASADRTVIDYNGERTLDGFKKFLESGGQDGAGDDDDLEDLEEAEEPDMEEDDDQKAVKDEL
MITF TRPM1 inh: MITF TRPM1 promoter inhibition in SK-MEL-5 cells; SK-MEL-5 TRPM1 promoter luciferase, 24 h; inhibition, % at 12.5 µM; actives 0.83% (n = 330,000);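 active = mean inhibition across replicates of 60% or more, whatever share of single replicates reaches that level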; note: values of inactives mirror those of a sister screen read the other way
Active calls of the source: *; x = not tested or not shown. Compounds as they come, and some 3.9% of all compounds hit somewhere here.

SMILES,CaV13 ICDI inh,NR2E3 ag-2,hiPSC survival,Shn3 3UTR inh,MITF TRPM1 inh,PDI turbidity,HTR2A ag,H9c2 protect,Peg3 prom inh,NR2E3 ag-1,HIF-2a inh
CC(=O)Nc1cccc(OCCCNC(=O)c2ccc(C(C)(C)C)cc2)c1,-5,-18,0.4,3,x,-2,4,3,-64,1,-63
N#Cc1ccccc1-c1ccccc1C(=O)N1CCCCC1,-3,-11,0.1,-10,10,-1,6,-3,5,2,2
COc1ccc(-c2cc(C(=O)NCC(c3ccco3)N(C)C)c3ccccc3n2)cc1OC (stereo unspecified),-6,-29,-0.4,6,-3,-2,-9,13,10,-1,-13
COC(=O)[C@]1(Cc2ccccc2)N[C@H](CN(C)S(=O)(=O)c2ccc(F)cc2)[C@@H]2C(=O)N(C)C(=O)[C@@H]21,-7,7,0.7,-18,-3,-10,2,26,-11,x,-1
CC[C@]1(C(=O)OC)[C@H]2C(=O)N(C)C(=O)[C@H]2[C@H]2CN(C)C(=NCc3ccccc3)N21,-5,-25,-0.4,11,1,-1,0,12,-4,x,11
CCNc1nc(N)nc(Oc2ccc(OCc3ccccc3)nn2)n1,-8,10,-0.9,2,-2,-9,0,1,-1,-2,-7
O=C(NN=C1C2CC3CC(C2)CC1C3)c1cccs1,x,-142,2.9,-13,-4,3,-1,8,-1,-1,-48
COc1ccccc1-c1nnc(SCC(=O)Nc2ccc(Cl)cc2Cl)o1,-6,-8,-0.9,-3,-4,0,-1,-2,-24,-3,-22
CCCCCc1nc(N)c(C#N)c(-c2ccco2)c1CCCC,-5,-18,3.7,12,2,10,-3,-9,24,0,10
COC(=O)Cn1cnc2sc(C)c(S(=O)(=O)N3CCN(c4ccccc4OC)CC3)c2c1=O,-4,-27,-0.9,-6,-2,9,0,-1,4,2,21
Cc1ccc(-c2csc(NC(=O)c3ccc(F)cc3)c2C(=O)O)cc1,-5,-57,0.6,-37,-50,-4,1,-4,-183,0,-295
CCc1ccccc1NC(=O)CN(C)C(=O)COc1ccc(C)nc1[N+](=O)[O-],-6,13,-0.8,-2,4,-16,8,0,7,1,12
CCn1nc(C)c(CNC(=O)c2cc(COc3cncc(Cl)c3)on2)c1C,-2,-15,-0.3,17,6,-10,4,-4,2,-2,16
COc1ccc(CCN(Cc2cc3cccc(C)c3[nH]c2=O)C(=O)N2CCCC2)cc1OC,-5,-4,-1.5,-2,-13,5,5,-2,-3,-2,20
COc1ccc(Cl)cc1C(=O)NNC(=O)CNC(=O)c1ccc(C)s1,-10,0,-0.9,1,21,2,-6,-1,21,x,25
Cc1ccc(-n2ncc(C(=O)NCC3CCN(C4CCCC4)C3)c2C2CCN(C(=O)OC(C)(C)C)CC2)cc1C (stereo unspecified),-5,17,-0.6,6,8,8,0,-1,-28,-7,5
Cc1cc([N+](=O)[O-])ccc1N(C)C,-9,-8,5.3,2,-9,8,1,-6,12,-1,22
O=C(NCCc1ccccn1)c1nc(Cn2ccc([N+](=O)[O-])n2)no1,-7,-15,-0.6,3,17,11,-3,-4,0,4,6
O=C(N/N=C/c1ccccc1)c1ccco1,-1,-100,-0.4,-49,-66,-2,1,-3,-133,0,-187
COc1ccc(C(=O)Nc2cc(S(=O)(=O)N3CCCCC3)ccc2OC)cc1,-5,-13,-0.8,-10,-6,-7,5,2,3,3,6

Next section:
SMILES,CaV13 ICDI inh,NR2E3 ag-2,hiPSC survival,Shn3 3UTR inh,MITF TRPM1 inh,PDI turbidity,HTR2A ag,H9c2 protect,Peg3 prom inh,NR2E3 ag-1,HIF-2a inh
O=[N+]([O-])c1ccccc1-c1ccc(CN2CCN(c3ccccc3)CC2)o1,-6,-24,-0.6,5,-2,0,-1,4,21,-2,3
CN(c1ccc(C(=O)N2CCN(Cc3ccc4c(c3)OCO4)CC2)cc1)S(=O)(=O)c1ccccc1,-3,20,-1.7,20,1,4,7,-1,12,2,21
CCN1C(=O)c2cccc3c(S(=O)(=O)N(C(=O)c4cccnc4)c4ccc(OC)cc4)ccc1c23,-16,-1,4.0,33,18,-9,1,43,31,-1,9
CC[C@@H]1Cc2[nH][nH]c(=O)c2[C@@H](c2ccc(F)cc2)O1,-5,-16,-1.2,x,x,x,0,x,x,x,2
C[C@@H]1CCC[C@]2(O[C@@H](CCO)C[C@@H](O)[C@@H]2O)O1,-4,8,-0.2,3,4,-3,6,4,4,7,11
CC(=O)Nc1ccc(NC(=O)COc2ccc(S(=O)(=O)NC(C)c3ccccc3)cc2)cc1 (stereo unspecified),-18,-24,-0.9,-5,-8,-3,-8,6,13,0,21
CN(C)c1ccc(C(c2nnnn2C(C)(C)C)N2CCN(C(=O)c3ccco3)CC2)cc1 (stereo unspecified),x,-26,10,-8,-1,-1,2,22,8,0,8
CC(C)c1ccc(NC(=O)c2cc([N+](=O)[O-])ccc2N2CCOCC2)cc1,-5,6,-0.3,-35,-20,-6,-5,2,14,2,-4
Cn1nc(C(C)(C)C)c(NC(=O)c2cccs2)c1C(C)(C)C,-5,-15,0.4,-27,0,-1,5,-5,6,-1,-4
CC1CCN(S(=O)(=O)c2ccc(NC(=O)Cc3cccs3)cc2)CC1,-5,19,-1.4,4,-6,-1,-8,-10,-1,-1,4
O=C(CCSc1nc(-c2ccccc2)c(-c2ccccc2)o1)N1CCCCC1,-5,0,1.3,-2,x,3,-2,-4,42,x,0
O=C(O)c1cccc(Cn2c(Cl)c(/C=N/NC(=O)c3ccc(O)cc3)sc2=O)c1,-6,-30,-0.7,-4,6,3,1,0,9,-1,9
CCCCNC(=O)Nc1ccccn1,x,-23,-1.1,-6,-1,11,-5,6,-8,0,-17
S=C(Nc1ccc2cn[nH]c2c1)Nc1ccccc1Cl,-2,-81,0.1,-78,-38,-2,2,-7,-220,-4,-167
COc1ccc(-c2ccc3c(c2)c(C#Cc2ccsc2)c(-c2cc(OC)cc(OC)c2)n3C)cc1,-15,8,6.9,13,7,-1,2,-6,17,x,12
Cc1noc(C)c1C(=O)OC(C(=O)NC1CCCC1)c1ccc(F)cc1 (stereo unspecified),-5,-15,0.8,-2,-5,0,-3,5,0,6,1
CCCN(CCC)C(=O)Cn1c(=O)n(CCCCC(=O)NCc2ccco2)c(=O)c2ccccc21,-8,-2,7.6,-14,9,-9,5,10,13,1,3
COc1nc(N)nc(N)c1NS(=O)(=O)c1ccc(C)cc1,-5,10,-0.3,8,3,-3,10,0,-1,2,4
Cc1ccccc1NC(=O)c1sc2nc3c(c(-c4ccco4)c2c1N)CCC3,x,-101,0.7,28,3,2,-2,21,6,9,-12
CC1(C)OC2CC3C4CCC5=CC(=O)CCC5(C)C4(F)C(O)CC3(C)C2(C(=O)CO)O1 (stereo unspecified),-9,22,3.1,8,-5,4,0,7,-17,x,13

Twelve compounds from above, sorted by SMILES length, largest number first:
SMILES,CaV13 ICDI inh,NR2E3 ag-2,hiPSC survival,Shn3 3UTR inh,MITF TRPM1 inh,PDI turbidity,HTR2A ag,H9c2 protect,Peg3 prom inh,NR2E3 ag-1,HIF-2a inh
CN(c1ccc(C(=O)N2CCN(Cc3ccc4c(c3)OCO4)CC2)cc1)S(=O)(=O)c1ccccc1,-3,20,-1.7,20,1,4,7,-1,12,2,21
COc1ccc(-c2ccc3c(c2)c(C#Cc2ccsc2)c(-c2cc(OC)cc(OC)c2)n3C)cc1,-15,8,6.9,13,7,-1,2,-6,17,x,12
CC(=O)Nc1ccc(NC(=O)COc2ccc(S(=O)(=O)NC(C)c3ccccc3)cc2)cc1 (stereo unspecified),-18,-24,-0.9,-5,-8,-3,-8,6,13,0,21
CN(C)c1ccc(C(c2nnnn2C(C)(C)C)N2CCN(C(=O)c3ccco3)CC2)cc1 (stereo unspecified),x,-26,10,-8,-1,-1,2,22,8,0,8
O=C(O)c1cccc(Cn2c(Cl)c(/C=N/NC(=O)c3ccc(O)cc3)sc2=O)c1,-6,-30,-0.7,-4,6,3,1,0,9,-1,9
CC(C)c1ccc(NC(=O)c2cc([N+](=O)[O-])ccc2N2CCOCC2)cc1,-5,6,-0.3,-35,-20,-6,-5,2,14,2,-4
O=[N+]([O-])c1ccccc1-c1ccc(CN2CCN(c3ccccc3)CC2)o1,-6,-24,-0.6,5,-2,0,-1,4,21,-2,3
Cc1ccccc1NC(=O)c1sc2nc3c(c(-c4ccco4)c2c1N)CCC3,x,-101,0.7,28,3,2,-2,21,6,9,-12
CC1CCN(S(=O)(=O)c2ccc(NC(=O)Cc3cccs3)cc2)CC1,-5,19,-1.4,4,-6,-1,-8,-10,-1,-1,4
Cn1nc(C(C)(C)C)c(NC(=O)c2cccs2)c1C(C)(C)C,-5,-15,0.4,-27,0,-1,5,-5,6,-1,-4
COc1nc(N)nc(N)c1NS(=O)(=O)c1ccc(C)cc1,-5,10,-0.3,8,3,-3,10,0,-1,2,4
CCCCNC(=O)Nc1ccccn1,x,-23,-1.1,-6,-1,11,-5,6,-8,0,-17

(more compounds)
SMILES,CaV13 ICDI inh,NR2E3 ag-2,hiPSC survival,Shn3 3UTR inh,MITF TRPM1 inh,PDI turbidity,HTR2A ag,H9c2 protect,Peg3 prom inh,NR2E3 ag-1,HIF-2a inh
CC(=O)Nc1cccc(-c2csc(C(NC(C)=O)c3ccc(F)c(F)c3)n2)c1 (stereo unspecified),-4,-6,-1.9,-10,x,-5,1,4,-10,x,-11
CCOc1ccccc1CNC(=O)C(C)n1nc(C)c2c(C)n(-c3ccccc3)nc2c1=O (stereo unspecified),-3,5,0.2,52,23,-2,1,-5,12,-1,24
COc1ccccc1N(CC(=O)NC1CCCCC1)C(=O)Cn1nnc(-c2ccc(C)o2)n1,-7,-32,-0.5,1,13,6,2,2,22,x,20
Cc1cc(C)nc(SC(C)C(=O)N/N=C/c2cccs2)n1 (stereo unspecified),-8,-14,-0.3,5,12,-4,2,-6,2,1,-8
O=C(OCC(=O)N1CCCCCC1)c1ccc(Br)c(S(=O)(=O)N2CCOCC2)c1,-6,-5,2.8,6,1,-4,-3,1,-4,x,8
NS(=O)(=O)c1cccc(NC(=O)c2cccc3c(Br)cccc23)c1,-12,-16,0.5,11,0,-5,-5,-5,-10,4,3
COCOc1cc(O)c(C(=O)/C=C/c2ccc(OCOC)c(OCOC)c2)c(OCOC)c1,x,-11,-0.3,7,x,x,-3,-1,16,-2,16
CC(C)C[C@@H](C)C(=O)N(Cc1ccccc1)c1ccccc1,-5,-2,0.5,-26,-14,-5,1,-8,7,4,4

Assay outcomes deposited in PubChem by several laboratories.
